HDAC3 inh = human HDAC3 inhibition; inhibition, % at 8.3 µM; 320,000 tested, 0.15% active; recombinant HDAC3, fluorogenic peptide/trypsin coupled, fluorescence; in the data active = inhibition above about 26%, passing the limit was not always enough; inconclusive = no clear call, values can overlap the other calls
Target sequence (O15379 whole entry, looked up): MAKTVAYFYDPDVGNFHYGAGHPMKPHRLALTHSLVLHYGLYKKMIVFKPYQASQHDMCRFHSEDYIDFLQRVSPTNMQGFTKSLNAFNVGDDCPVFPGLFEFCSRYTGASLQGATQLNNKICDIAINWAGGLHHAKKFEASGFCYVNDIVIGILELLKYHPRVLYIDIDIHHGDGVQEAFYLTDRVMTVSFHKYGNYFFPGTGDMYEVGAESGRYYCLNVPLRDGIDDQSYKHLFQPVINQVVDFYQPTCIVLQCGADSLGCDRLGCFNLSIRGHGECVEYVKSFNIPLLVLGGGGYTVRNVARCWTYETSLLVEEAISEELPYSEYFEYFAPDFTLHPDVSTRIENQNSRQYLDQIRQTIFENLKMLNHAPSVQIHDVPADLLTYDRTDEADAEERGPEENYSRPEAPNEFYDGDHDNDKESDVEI
* = called active by the depositor; u = inconclusive.

no.	SMILES	HDAC3 inh
1	C#CCOCCOCCOCCNc1nc(N2CCN(C(=O)[C@H](CCCN=C(N)N)n3cc(C(N)[C@@H](C)CC)nn3)CC2)nc(N2CCN(C(=O)[C@H](CC(N)=O)n3cc([C@@H](N)CC(N)=O)nn3)CC2)n1 (stereo partly drawn)	1
2	COc1ccc(NC(=O)CSc2nnc(C3CC3)n2C)cc1S(=O)(=O)N1CCCCC1	-3
3	CC(C)(O[C@@H]1O[C@H](CO)[C@@H](O)[C@H](O)[C@H]1O)[C@@H]1CC=C(C(=O)O)CC1	-2
4	COc1ccc(S(=O)(=O)N2CCN(C(=O)[C@H](Cc3ccccc3)NC(=O)c3ccco3)CC2)cc1	6
5	CN(C(=O)c1ccc(NC(=O)Cc2cccc(NC(=O)C3CCN(C(=O)C4CCC4)CC3)c2)cc1)C1CCCC1	-11
6	Cc1ccc(C(=O)NCCc2ccccc2)cc1S(=O)(=O)N1CCOCC1	2
7	CC1CCCC(NC(=O)COC(=O)[C@@H](NC(=O)c2ccc(F)cc2)C(C)C)C1C (stereo partly drawn)	9
8	C=CC[C@H](CC(=O)NCCO)C(=O)N[C@@H](COC(=O)[C@H](CC=C)CC(=O)OC(C)(C)C)Cc1c[nH]c2ccccc12	9
9	C[C@H](CO)N1C[C@H](C)[C@@H](CN(C)Cc2ccc(C(=O)Nc3ccccc3N)cc2)Oc2c(NC(=O)C3CCCCC3)cccc2C1=O	u
10	O=C(CN1CCN(S(=O)(=O)c2ccc(Cl)cc2)CC1)NCC1(N2CCOCC2)CCCCC1	-2
11	O=C(COc1ccc(Cl)cc1Cl)N1CCNC1=O	7
12	Cc1cccc(NC(=O)c2nc[nH]c2C(=O)N2CCN(c3ccccc3)CC2)c1	1

Next section:
no.	SMILES	HDAC3 inh
13	Cc1cc(OCC(=O)OCC(=O)NCCN2C(=O)CSC2=O)ccc1Cl	-1
14	C#CC(=O)CCC1CCCN1C(=O)OC(C)(C)C (stereo not drawn)	5
15	CCN1C(=O)[C@@H]2[C@@H](c3ccc(-c4ccc(OC)cc4)c(OC)c3)N3CCCC[C@@]3(C(=O)OC)[C@@H]2C1=O	13
16	CCOc1ccc(NC(=O)CN(C)C(=O)Cn2c(=O)cnc3ccccc32)cc1OCC	-3
17	Cc1ccc(NS(=O)(=O)c2ccc3c(c2)CCC(=O)N3)cc1	0
18	Cc1noc(C)c1NC(=O)N(C)C[C@H]1Oc2ccc(NC(=O)NC(C)C)cc2C(=O)N([C@H](C)CO)C[C@@H]1C	-7
19	Nn1c(SCC(=O)NC2CCCCC2)nnc1-c1ccco1	2
20	COc1ccc(-c2cn(CCO)c(-c3ccc(Cl)nc3)n2)cc1	1
21	Cc1ccc(C(=O)COC(=O)COc2ccccc2[N+](=O)[O-])s1	9
22	COc1ccccc1N1CCN(C(=O)c2cc3c(=O)n4ccccc4nc3s2)CC1	-6
23	N#CCCN(C(=O)COC(=O)CNS(=O)(=O)c1ccc2ccccc2c1)c1ccccc1	1
24	O=C1C=C(c2ccc(Cl)c(C(F)(F)F)c2)C[C@@H](c2ccc3c(c2)OCO3)C1	1

(continued)
no.	SMILES	HDAC3 inh
25	CC(C)CN1CCN=C1N(C)C	-3
26	Cc1cc(C)cc(C(=O)OCC(=O)Nc2ncccn2)c1	2
27	CCOC(=O)N1CCN(C(=O)CNC(=O)c2ccccc2F)CC1	3
28	CC(=O)NC(c1cccs1)c1cc(F)c2cccnc2c1O (stereo not drawn)	-8
29	CC(NC(=O)COC(=O)c1ccccc1F)C1CC2CCC1C2 (stereo not drawn)	1
30	C[C@@H]1CN([C@H](C)CO)C(=O)c2cc(NC(=O)Cc3cn(C)c4ccccc34)ccc2O[C@H]1CN(C)S(=O)(=O)c1ccc(F)cc1	4
31	CCc1ccccc1NC(=O)CN(C)C(=O)c1cccc(S(=O)(=O)N2CCCCCC2)c1	3
32	O=C1CCC(C(=O)Nc2cccc(S(=O)(=O)Nc3ccccc3F)c2)=NN1	5
33	O=C(COC(=O)Cc1c(F)cccc1Cl)Nc1ccc2[nH]c(=O)[nH]c2c1	-2
34	O=C(COC(=O)c1ccccc1NCCO)NCC1CCCCC1	-35
35	CSCCC(NS(=O)(=O)c1ccc(C)cc1C)C(=O)Nc1cccnc1 (stereo not drawn)	-8
36	CC(OC(=O)c1ccccc1)C(=O)NCc1ccco1 (stereo not drawn)	5

More results
no.	SMILES	HDAC3 inh
37	Cc1cccc(N2CC(C(=O)OCC(=O)Nc3sccc3C(N)=O)CC2=O)c1C (stereo not drawn)	1
38	O=C(CCS(=O)(=O)c1ccc(Cl)cc1)N1CCN(c2ccc(F)cc2)CC1	4
39	CC1(C)CC(=O)C=C(/C=C/c2ccccc2)C1	1
40	O=C(COC(=O)C12CC3CC(CC(Br)(C3)C1)C2)Nc1c(F)cccc1F	2
41	CN(C(=O)Cn1nnc(-c2ccc(F)cc2)n1)C1CCS(=O)(=O)C1 (stereo not drawn)	-11
42	COC(=O)c1cc(CNC(=O)C2CC(=O)N(c3ccc4c(c3)OCCO4)C2)ccc1OC (stereo not drawn)	-10
43	CCOc1cc(N2CCOCC2)c(OCC)cc1NC(=O)CSc1nnc(N)s1	6
44	Oc1ccc(Cl)cc1CNCc1ccc(C(F)(F)F)cc1	2
45	Cc1c(Cl)cccc1NC(=O)CNC(=O)Cc1n[nH]c(=O)c2ccccc12	-4
46	O=C(NCC(c1ccco1)N1CCCC1)c1cc2cc(Cl)ccc2o1 (stereo not drawn)	-1
47	COc1cc(OC)cc(-c2c(C#Cc3ccsc3)c3cc(-c4cnc(OC)nc4)ccc3n2C)c1	-7
48	Fc1ccc2cnc(-c3ccccc3)cc2c1	0

Other records
no.	SMILES	HDAC3 inh
49	O=C(Cn1nnc(-c2ccc(Cl)cc2)n1)NC1CCS(=O)(=O)C1 (stereo not drawn)	-1
50	CN(C)C(CNC(=O)C1CCCN1C(=O)c1cccs1)c1ccccc1 (stereo not drawn)	1
51	COc1ccc(C2(c3ccc(OC)cc3)NC(=O)N(CC(=O)N3CCOCC3)C2=O)cc1	-3
52	Cc1cc(C)cc(C(=O)NCC(=O)OCC(=O)c2c(N)n(C)c(=O)n(C)c2=O)c1	-2
53	Cc1cc(NC(=O)CSCC(=O)OCc2nnc(-c3ccc(F)cc3)o2)no1	2
54	Cc1ccc(S(=O)(=O)N2CCCC2)cc1C(=O)NCC(C)(C)N1CCOCC1	-4
55	COc1ccc(Cl)cc1C(=O)NNC(=O)c1nn(C)c(=O)c2ccccc12	0
56	CC1(c2cccc(Br)c2)NC(=O)N(CC(=O)N2CCN(C(=O)c3ccco3)CC2)C1=O (stereo not drawn)	1
57	COc1ccc(-c2cc(C(=O)N3CCN(c4ccccc4O)CC3)c3ccccc3n2)cc1	3
58	O=C1CSC(c2ccc(Cl)c(Cl)c2)N1c1nccs1 (stereo not drawn)	4
59	CC(NC(=O)COC(=O)C1CC2CCCC(C1)C2=O)c1ccccc1 (stereo not drawn)	-1
60	O=C(CC1SC(N2CCCCC2)=NC1=O)Nc1ccc(C(=O)O)cc1 (stereo not drawn)	-8

Additional structures.
no.	SMILES	HDAC3 inh
61	COc1ccc(CNC(=O)COC(=O)C2(C)CC2(Cl)Cl)cc1 (stereo not drawn)	14
62	CN(C(=O)COC(=O)c1ccc2c(c1)OCO2)C1CCCCC1	3
63	C[C@@H]1CC[C@@]23COC(=O)C2=CCC[C@@H]3[C@@]1(C)CC/C(=C/CO)CO	-5
64	O=C(COC(=O)CN1C(=O)C2CCCCC2C1=O)Nc1ccc(F)c(F)c1F (stereo not drawn)	-12
65	N#CC1(NC(=O)COc2cccnc2[N+](=O)[O-])CCCCC1	-1
66	COc1ccc(NC(=O)N(C)C[C@H]2Oc3c(NS(=O)(=O)c4ccc(OC)cc4)cccc3C(=O)N([C@H](C)CO)C[C@@H]2C)cc1	1
67	CC(=O)C(Cc1ccccc1)NC(=O)COC(=O)c1cccc(C)c1[N+](=O)[O-] (stereo not drawn)	-2
68	O=C1CN(C(=O)COC(=O)CCc2ccccc2O)c2ccccc2N1	0
69	O=C1NC(Cc2ccccc2)c2nc3cc(F)ccc3c(=O)n2-c2cc(Cl)ccc21 (stereo not drawn)	3
70	CN(C)S(=O)(=O)c1cccc(NC(=O)COC(=O)C2CCN(C(=O)c3ccc(F)cc3)CC2)c1	-5
71	O=C(C1CC(=O)N(c2ccc3c(c2)OCCO3)C1)N1CCN(Cc2ccccc2F)CC1 (stereo not drawn)	4
72	C[C@H](CO)N1C[C@H](C)[C@@H](CN(C)Cc2ccccc2)Oc2ccc(NC(=O)Cn3cnnn3)cc2C1=O	-1

(further entries)
no.	SMILES	HDAC3 inh
73	Nc1ncnc2c1ncn2[C@@H]1O[C@H](CN2CCCS2(=O)=O)[C@@H](O)[C@H]1O	5
74	CCCn1c(N)c(N(CCOC)C(=O)CSCC(=O)Nc2ccc(C)cc2)c(=O)[nH]c1=O	-5
75	O=C(CCC(=O)c1cccs1)OCC(=O)c1ccc(F)cc1	-3
76	COC(=O)[C@]1(C)N[C@H](CN(C)S(=O)(=O)c2ccc(OC)cc2)[C@@H]2C(=O)N(C)C(=O)[C@@H]21	0
77	COc1ccccc1CN(C)C(=O)c1ccc(S(=O)(=O)NCc2ccco2)cc1	-2
78	O=C(Cn1c(CO)nc2ccccc21)Nc1ccc2c(c1)OCCCO2	-7
79	CC(C)(C)c1ccc(S(=O)(=O)N2CCN(CC(O)COCC3CCCO3)CC2)cc1 (stereo not drawn)	9
80	O=C(Nc1nnc(-c2ccccc2)o1)c1cccc(S(=O)(=O)N2CCOCC2)c1	-1
81	CC(OC(=O)C1CSC2(C)CCC(=O)N12)C(=O)Nc1ccc(F)cc1 (stereo not drawn)	-2
82	COc1ccccc1CNC(=O)COC(=O)/C=C/c1ccc2ccccc2n1	0
83	Cc1ccc(F)c(C2=CC(=O)C[C@H](c3ccc(F)cc3)C2)c1	-9
84	CC(Oc1cccc(Cl)c1)C(=O)NNC(=O)c1cccnc1 (stereo not drawn)	-5

Next compounds.
no.	SMILES	HDAC3 inh
85	O=C(COC(=O)/C=C/c1ccccc1[N+](=O)[O-])Nc1ccc(S(=O)(=O)N2CCOCC2)cc1	1
86	CC(C)[C@H](CN1CCC[C@H]1CN1C(N)=NC[C@H]1C(C)C)N1C[C@@H](Cc2ccccc2)N(CCCC2CCCC2)C1=N	-25
87	C[C@H]1CN([C@@H](C)CO)C(=O)c2cccc(NC(=O)c3ccc(-c4nccs4)cc3)c2O[C@@H]1CN(C)C(=O)Nc1cccc2ccccc12	5
88	CN(C1CCCCC1)S(=O)(=O)c1cn(C)c(=O)n(C)c1=O	2
89	COc1ccc([C@H]2CC(=O)C=C(c3cccc(OC)c3)C2)cc1	4
90	O=C(COC(=O)C1CC2C=CC1C2)Nc1ccccc1[N+](=O)[O-] (stereo not drawn)	11
91	CC(=O)NC(Cc1c[nH]c2ccccc12)C(=O)N1CCN(S(=O)(=O)c2ccccc2)CC1 (stereo not drawn)	1
92	CC(C)(C)OC(=O)C[C@H]1C/C=C\C[C@@H](CC(=O)N(CCO)Cc2ccccc2)C(=O)N2CCC[C@H]2COC1=O	-9
93	CCCC(C(=O)Nc1ccc(S(=O)(=O)N2CCOCC2)cc1)c1ccccc1 (stereo not drawn)	12
94	Cc1nc(NC(=O)COC(=O)C2CC3CCCC(C2)C3=O)c(Cl)cc1Cl (stereo not drawn)	-1
95	Cn1c(-c2ccsc2)c(-c2cccs2)c2cc(-c3cccc4[nH]ccc34)ccc21	7
96	COc1ccc(NC(=O)CSCC(=O)NCc2cccc(C(F)(F)F)c2)cc1	3

Further structures.
no.	SMILES	HDAC3 inh
97	C[C@@H](C(=O)Nc1ccc(OC(F)F)c(Cl)c1)N1C(=O)C2CC=CCC2C1=O (stereo partly drawn)	-5
98	Cc1[nH]c2ccccc2c1C(=O)CSc1nnc(C2CC2)o1	1
99	COc1ccc(C2=CC(=O)C[C@H](c3ccc(F)cc3)C2)c(F)c1F	-4
100	CC(=O)Nc1oc(-c2cccc3ccccc23)nc1C#N	-51
101	CN(C)S(=O)(=O)c1cc(NC(=O)CSc2cccc[n+]2[O-])ccc1Cl	0
102	CCN(CC(=O)NCc1cccs1)C(=O)c1ccc(-c2ccc(F)cc2)o1	-6
103	CSCCC(NC(=O)c1ccccc1Cl)C(=O)N1CCN(C(C)=O)CC1 (stereo not drawn)	-1
104	CCCn1c(N)c(C(=O)CSc2nc3ncc(Cl)cc3[nH]2)c(=O)n(C)c1=O	1
105	CCN(CC)c1ccc2c(C)cc(=O)oc2c1	-46
106	CCN(c1ccccc1)S(=O)(=O)c1ccc(OC)c(NC(=O)Cc2ccccc2OC)c1	9
107	Cc1ccc(SCC(=O)NCC2COc3ccccc3O2)cc1 (stereo not drawn)	-5
108	CC(C)(C)OC(=O)N1CCC(NC(=O)c2nc[nH]c2C(=O)N2CCN(C(=O)OC(C)(C)C)CC2)CC1	-4
109	Cc1cc(C)n(CC(=O)NNC(=O)c2ccc(S(C)(=O)=O)cc2)n1	-3

Reprinted, compounds 97 to 109
no.	SMILES	HDAC3 inh
97	C[C@@H](C(=O)Nc1ccc(OC(F)F)c(Cl)c1)N1C(=O)C2CC=CCC2C1=O (stereo partly drawn)	-5
98	Cc1[nH]c2ccccc2c1C(=O)CSc1nnc(C2CC2)o1	1
99	COc1ccc(C2=CC(=O)C[C@H](c3ccc(F)cc3)C2)c(F)c1F	-4
100	CC(=O)Nc1oc(-c2cccc3ccccc23)nc1C#N	-51
101	CN(C)S(=O)(=O)c1cc(NC(=O)CSc2cccc[n+]2[O-])ccc1Cl	0
102	CCN(CC(=O)NCc1cccs1)C(=O)c1ccc(-c2ccc(F)cc2)o1	-6
103	CSCCC(NC(=O)c1ccccc1Cl)C(=O)N1CCN(C(C)=O)CC1 (stereo not drawn)	-1
104	CCCn1c(N)c(C(=O)CSc2nc3ncc(Cl)cc3[nH]2)c(=O)n(C)c1=O	1
105	CCN(CC)c1ccc2c(C)cc(=O)oc2c1	-46
106	CCN(c1ccccc1)S(=O)(=O)c1ccc(OC)c(NC(=O)Cc2ccccc2OC)c1	9
107	Cc1ccc(SCC(=O)NCC2COc3ccccc3O2)cc1 (stereo not drawn)	-5
108	CC(C)(C)OC(=O)N1CCC(NC(=O)c2nc[nH]c2C(=O)N2CCN(C(=O)OC(C)(C)C)CC2)CC1	-4
109	Cc1cc(C)n(CC(=O)NNC(=O)c2ccc(S(C)(=O)=O)cc2)n1	-3

Screens from PubChem.

The list is partial; the hit share may differ from the screen's.
